Screening data as filed in PubChem.
PV pol inh = poliovirus RdRp elongation inhibitors, primary screen, biochemical, fluorescence polarization, total intensity. Genome polyprotein (Poliovirus type 1 (strain Mahoney)), P03300. poliovirus polymerase elongation; active compounds read low. % elongation, % (compound at 16.7 µg/mL). 0.66% of 150,000 active; in the data active = % elongation below about 90%; note: some results filed as inactive read as strong as hits
Target sequence (P03300 1749-2209 limits assumed): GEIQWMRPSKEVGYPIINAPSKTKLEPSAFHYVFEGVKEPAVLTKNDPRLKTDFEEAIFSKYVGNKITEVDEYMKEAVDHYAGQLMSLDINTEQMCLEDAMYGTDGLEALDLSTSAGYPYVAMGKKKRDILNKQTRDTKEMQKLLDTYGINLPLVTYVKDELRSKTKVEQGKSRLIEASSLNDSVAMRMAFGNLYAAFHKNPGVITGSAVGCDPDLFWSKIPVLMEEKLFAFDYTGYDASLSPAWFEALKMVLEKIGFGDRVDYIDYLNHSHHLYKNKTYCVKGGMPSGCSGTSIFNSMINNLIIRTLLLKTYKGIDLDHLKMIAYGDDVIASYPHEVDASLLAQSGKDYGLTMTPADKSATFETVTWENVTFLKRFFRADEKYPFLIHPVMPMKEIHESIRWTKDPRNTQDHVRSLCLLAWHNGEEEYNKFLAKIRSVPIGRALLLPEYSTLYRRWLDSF
PV pol inh FP z-score = further read-out of PV pol inh, marked with its call; z-score; measured here: FP z-score; hits read low
* hit, by the source's call. This is a subset. The share of hits here may be higher or lower than overall.

| SMILES | PV pol inh | PV pol inh FP z-score |
| --- | --- | --- |
| CCOC(=O)C1C(=O)CC(=O)C(C(=O)OCC)C1c1ccc(OC)cc1 (stereo not given) | 107 | 0.5 |
| COc1cc2ccc(=O)oc2cc1OC | 107 | 0.3 |
| Cc1cc(C)c(C(=O)NCCN2CCCCC2)c(C)c1 | 104 | 1 |
| CC(C)NC(=O)C(c1ccccc1)N1Cc2ccccc2C1=O (stereo not given) | 103 | -0.9 |
| COc1ccc(CNC(=O)CSc2ncnc3nc[nH]c23)cc1 | 101 | 0 |
| c1ccc2sc3c(-c4ccncc4)sc4ccccc4[nH]c-3nc2c1 | 100 | -0.7 |
| CCOc1ccc(S(=O)(=O)NC(=O)N(CC)Cc2cc3ccccc3o2)cc1 | 104 | 0.6 |
| O=C(COC(=O)c1ccco1)c1ccc(OC(=O)c2ccccc2)cc1 | 101 | 0.2 |
| CCCn1c(=O)n(CC(=O)O)c2ccccc21 | 103 | -0.1 |
| FC(F)(F)c1nc2c(cnn2Cc2ccccc2)c2nnnn12 | 103 | 0.1 |
| COC(=O)c1ccc(Cl)cc1NC(=O)Nc1nnc(N(C)C2CCCCC2)s1 | 110 | 0.6 |
| O=c1c2ccccc2nc(/C=C\c2ccccc2F)n1-c1ccc(O)cc1 | 103 | -0.9 |
| CC(C)CNc1nc2c(N)ncnc2n1[C@H]1O[C@@H](CO)[C@H](O)[C@@H]1O | 104 | 0.4 |
| O=C(OCC1CCNCC1)c1ccc2c(c1)OCO2 | 103 | 0.2 |
| CC(NC(=O)c1ccccc1)C(=O)OCn1nnc2ccccc2c1=O (stereo not given) | 104 | 0.1 |
| c1ccc(CN2C3=NCCCN3c3ccccc32)cc1 | 100 | -0.3 |
| Cc1nnc(NC(=O)C(=O)c2cc(C)n(-c3ccc(C)c(C)c3)c2C)s1 | 107 | -0.1 |
| CCCCCN=Cc1sc2ccc(OCC)cc2c1O | 101 | 0.4 |
| Cc1cccc(N2CCN(c3ccc(C(=O)O)cc3NC(=O)c3cccc(Cl)c3)CC2C)c1 (stereo not given) | 102 | -0.9 |
| CCOc1cc(C(=O)n2cc(C)cn2)cc(OCC)c1OCC | 102 | 1 |
| Cc1ccc2[nH]c(C)c(CC(=O)O)c2c1 | 98 | -0.5 |
| CCN(CC)CCNC(=O)c1cn(CC)c2ccc(S(=O)(=O)N(C)C3CCCCC3)cc2c1=O | 104 | -0.1 |
| CCCNS(=O)(=O)c1cc2c3c(c1)CCC(=O)N3CCC2 | 101 | -0.3 |
| O=C(O)CS(=O)(=O)Cc1ccc(Cl)s1 | 99 | -0.3 |

Filtered by structure: the compounds so far with fluorine.
| SMILES | PV pol inh | PV pol inh FP z-score |
| --- | --- | --- |
| FC(F)(F)c1nc2c(cnn2Cc2ccccc2)c2nnnn12 | 103 | 0.1 |
| O=c1c2ccccc2nc(/C=C\c2ccccc2F)n1-c1ccc(O)cc1 | 103 | -0.9 |

(next part)
| SMILES | PV pol inh | PV pol inh FP z-score |
| --- | --- | --- |
| Cc1c(Cl)cccc1-n1nnc(-c2nc(-c3ccc4c(c3)OCO4)no2)c1C | 98 | -0.6 |
| COc1cccc(C2C3(C#N)C(N)=NC(OC)(OC)C23C#N)c1 (stereo not given) | 102 | 0.6 |
| Cc1c(C(=O)NCCC(C)C)sc2ncnc(N3CCOCC3)c12 | 103 | 1 |
| Cn1c(SCCC(=O)O)nnc1-c1ccncc1 | 101 | -0.6 |
| CCOc1ccc(C(=O)NC(C(=O)N2CCN(C)CC2c2ccccc2)C(C)C)cc1 (stereo not given) | 103 | 0.1 |
| Cc1cc(=O)[nH]c(SCC(N)=O)n1 | 103 | 0.5 |
| O=C(CSc1nn(-c2ccccc2)c(=S)s1)N1N=CCC1c1ccccc1 (stereo not given) | 105 | 0.8 |
| CC(CCC(=O)O)C1CCC2C3C(O)CC4CC(O)CCC4(C)C3CC(O)C12C (stereo not given) | 101 | -0.1 |
| O=C(COc1ccccc1F)NC(=Nc1ccccc1)c1ccccc1 | 101 | -0.1 |
| NC(=O)c1cccc(S(=O)(=O)N2CC(c3ccccc3)CC2=O)c1 (stereo not given) | 104 | -0.1 |
| CC(C)(C)c1cc(C(=O)O)cc(C(C)(C)C)c1O | 102 | 0.4 |
| COc1ccc2c(c1)Cc1sc(NC(=O)c3ccccc3Br)nc1-2 | 59* | -7.3* |
| COc1ccccc1NC(=O)c1cc(S(=O)(=O)N2CCN(c3ccccc3Cl)CC2)ccc1F | 105 | -0.6 |
| CCCC1=C(C(=O)OCC)C(c2ccccc2Cl)C(C#N)=C(SC)N1 (stereo not given) | 101 | -0.1 |
| COC(=O)c1scc(S(=O)(=O)Cc2ccco2)c1NN=C(C#N)C#N | 100 | -0.6 |
| Cc1ccc(NC(=O)COC(=O)c2cncc(Br)c2)c(C)c1 | 102 | 0.3 |
| CCC(=O)N1c2ccccc2CC1C(=O)NCCCN1CCN(c2ccc(OC)cc2)CC1 (stereo not given) | 108 | 0.4 |
| Cn1c(=O)c2c(-c3ccc(Cl)cc3)n(CC3CCCO3)cc2n(C)c1=O (stereo not given) | 101 | 0 |
| COC(=O)CNC(=O)c1cccs1 | 106 | 0.6 |
| CN(C)/C=C(\C#N)c1nnc(-c2ccccn2)n1C | 122 | 3.1 |
| CCC(C)n1cnc2ccccc21 (stereo not given) | 100 | 0 |
| CCc1ccccc1NC(=O)c1noc2c1CCc1ccccc1-2 | 99 | -1.2 |
| NC(=O)c1ccccc1OCC(=O)N1N=C(c2cccs2)CC1c1cccs1 (stereo not given) | 104 | 0.2 |
| CC(C)CCn1c2ccccc2c2ccccc21 | 101 | -0.2 |
| O=C(C1CCCN(Cc2cccs2)C1)N1CCCCCC1 (stereo not given) | 103 | 0.2 |
| CS(=O)(=O)NCC(c1ccc2c(c1)OCO2)N1CCN(c2ccccc2)CC1 (stereo not given) | 99 | -1.2 |
| CC1CCc2c(sc3[nH]c(=O)n4nc(-c5cccc(S(=O)(=O)N6CCOCC6)c5)nc4c23)C1 (stereo not given) | 104 | 0.1 |
| O=C(N/N=C/c1ccc(C(F)(F)F)cc1)c1ccccn1 | 106 | 0.9 |
| CCc1ccc(-c2cn3c(n2)sc2cc(C(=O)NC4CCCCC4)ccc23)cc1 | 112 | 1.2 |
| CCc1ccc(NS(=O)(=O)c2ccc3oc(=O)c4ncn(CC)c4c3c2)cc1 | 104 | -0.4 |
| COc1ccc(NC(=O)C(=S)N2CCCCC2)cc1 | 100 | 0 |
| CCc1ccc(CN(Cc2ccco2)c2cnc(S(C)(=O)=O)nc2C(=O)Nc2c(C)cccc2C)cc1 | 106 | -0.2 |
| Cn1cc(Cl)c(C(=O)OCC(=O)NCc2ccccc2)n1 | 101 | -0.2 |
| COC(=O)C1=CN(C2CC2)C=C(C(=O)OC)C1c1ccc(Cl)cc1 | 105 | 0.6 |
| CN(C)/C=C1\C=C(c2ccccc2)OC1=O | 100 | -0.1 |
| Cc1ccc2nc3c(cc(C(=O)NC4CCCCC4)c(=N)n3C(C)C)c(=O)n2c1 | 107 | 0.8 |
| CCOc1ccc(OCC)c(NC(=O)C2COc3ccccc3O2)c1 (stereo not given) | 100 | -0.1 |
| Cc1ccc(C(=O)c2oc3ccccc3c2NC(=O)COc2ccccc2Cl)cc1 | 104 | -0.1 |
| CCOC(=O)CNc1ccc(C(=O)O)cc1 | 102 | 0 |
| CCc1cccc(C)c1NC(=O)c1cc(S(=O)(=O)N(C)Cc2ccccc2)ccc1F | 108 | -0.1 |
| COCCNC(=O)c1ccccc1-c1ccccc1C(=O)O | 100 | 0 |
| COc1ccc(-n2c(=O)c3sc4ccccc4c3n(CC(=O)NC3CCCCC3)c2=O)cc1 | 111 | 2.3 |
| COc1cccc(C(=O)Nc2cccc(-c3nc4ncccn4c3C)c2)c1 | 98 | -2.2 |
| CCN(C(=O)CSc1ncc(-c2ccc(C)cc2)n1C)C1=CCCC1 | 101 | -0.1 |
| COc1ccc(OC)c(NC(=O)CCCc2nnc3n(C(C)C)c(=O)c4sccc4n23)c1 | 119 | 0.5 |
| O=C(NCc1cccnc1)c1ccc2nc(-c3ccco3)c(-c3ccco3)nc2c1 | 98 | -1 |
| CN1CCc2c1nc1ccccc1c2N=C1CCCN1c1ccccc1 | 99 | -0.1 |
| O=C(CCn1c(=O)oc2ccccc21)Nc1ccc(Cl)cc1 | 102 | 0.4 |

Record cards, as listed above:
CCC(=O)N1c2ccccc2CC1C(=O)NCCCN1CCN(c2ccc(OC)cc2)CC1 (stereo not given) is entered as PV pol inh = 108; PV pol inh FP z-score = 0.4
Cc1c(C(=O)NCCC(C)C)sc2ncnc(N3CCOCC3)c12 is entered as PV pol inh = 103; PV pol inh FP z-score = 1

(list continues)
Every second line gives: PV pol inh | PV pol inh FP z-score
CCOC(=O)c1cnc(SCC(=O)N(C)c2ccccc2)nc1N
    102 | 0.1
COC(=O)c1ccc(CN(C(C)=O)C(=O)Nc2ccc(C(=O)OC)cc2C)cc1
    101 | -0.5
COc1ccc(CNC(=O)Cn2c(=O)nc(-c3ccccc3)c3ccccc32)cc1OC
    107 | 0.2
CC(=O)N1C(=O)C(=C2C=C(C)OC(C)=C2)c2ccccc21
    113 | 3.6
CCC12CN3CC(C)(CN(C1)C3c1c[nH]c3ccc(OC)cc13)C2=O (stereo not given)
    103 | -0.8
CN(C)S(=O)(=O)c1ccc(N2CCC(CNC(=O)Nc3ccccc3)CC2)cc1
    106 | 1.5
CCCNC(=O)Nc1ccc(C(F)(F)F)cc1
    101 | -0.5
c1snnc1C12CC3CC(CC(C3)C1)C2
    100 | -0.9
COc1ccc(S(=O)(=O)c2c(Nc3c(C)cccc3C)sc(C(=O)c3ccc4c(c3)OCO4)c2N)cc1
    100 | -1.3
S=c1[nH]nc(NCCc2ccccc2)s1
    99 | -0.6
Cc1occc1-c1nnc(SCc2nnc(-c3ccc(F)cc3)o2)n1C
    109 | 0.7
CCc1nn(CC(=O)N2CCN(c3cccc(Cl)c3)CC2)c(=O)c2cc3sccc3n12
    105 | -0.4
CCN(CC)c1nc(-c2ccc(OC)c(OC)c2)cc(C(F)(F)F)n1
    99 | -0.2
O=C(NCc1ccc(Cl)cc1)C(=O)NCC(c1cccnc1)N1CCN(c2ccccc2)CC1 (stereo not given)
    105 | -0.8
O=C(Nc1ccc(F)c(Cl)c1)C1CCCN(c2ncnc3onc(-c4ccc(F)cc4)c23)C1 (stereo not given)
    109 | 0.3
CCOC(=O)c1c(C)n(-c2ccc(C)cc2)c2ccc(OCC(O)CNCC3CCCO3)cc12 (stereo not given)
    101 | -0.2
O=C1CCC(c2ccccc2)C(=O)C1C(=O)c1ccc(Cl)cc1Cl (stereo not given)
    110 | 1.3
COc1cccc(OCc2nc3ccccc3n2CCOc2ccccc2)c1
    102 | -0.9
COC(=O)CC1=C(C(=O)OC)C2(C(=O)N1)C(C#N)=C(N)Oc1ccccc12 (stereo not given)
    100 | 0
COc1ccc(-c2ocnc2C(=O)NCC(C)c2ccccc2)cc1 (stereo not given)
    101 | 0.2
O=C(NCCCn1ccnc1)Nc1ccc(Cl)cc1
    102 | 0.1
CCC(=O)c1cc(-c2nc3ccccc3n2C)n(C)c1
    101 | -0.4
O=C(CCSCc1cccc(Cl)c1)NCc1ccccc1Cl
    115 | 1.1
O=C1CCCC(O)=C1C1c2ccccc2OC2CCCC(=O)C21 (stereo not given)
    104 | 0.1
CN(C)/C=C1/C(=O)N(c2ccccc2)N=C1C(C)(C)C
    104 | 0.8
Cc1ccc(NC(=O)[C@@H](c2ccccc2)N2Cc3ccccc3C2=O)cc1
    103 | -0.6
CCN(CC)C(=O)CN1C=NS(=O)(=O)c2ccccc21
    99 | -0.8
COc1ccc(/C=C2\Oc3cc(OC(=O)c4ccc(F)cc4)ccc3C2=O)cc1
    103 | 0.4
CN(/C=C1\CCCCC1=O)C1CCCCC1
    103 | 0.2
O=C(Nc1ccccc1)C(c1ccccc1)c1ccccc1
    111 | 0.8

Molecules listed so far that contain bromine, in the order listed:
Every second line gives: PV pol inh | PV pol inh FP z-score
COc1ccc2c(c1)Cc1sc(NC(=O)c3ccccc3Br)nc1-2
    59* | -7.3*
Cc1ccc(NC(=O)COC(=O)c2cncc(Br)c2)c(C)c1
    102 | 0.3

(cont.)
Every second line gives: PV pol inh | PV pol inh FP z-score
Cc1cccc(C(=O)OCc2cc(=O)n3nc(C4CC4)sc3n2)c1
    107 | 0.2
CC(=O)NC1C(OCCOc2ccc(Cl)cc2C)OC(CO)C(O)C1O (stereo not given)
    103 | 0.3
CCS(=O)(=O)c1ccc2oc(NCCc3ccc(F)cc3)nc2c1
    105 | 0.1
CC1=C(C(=O)OC(C)C)C2(C(=O)N(C)c3ccccc32)C(C#N)=C(N)O1 (stereo not given)
    103 | 0.3
N#C/C(=C\c1ccc(C(F)(F)F)cc1)c1cn(C(=O)C2CCC2)c2ccccc12
    102 | -0.3
COc1cccc(C(=O)c2cn(CC(=O)Nc3cccc(C)c3C)c3nc(C)ccc3c2=O)c1
    105 | -0.4
CNC(=O)CCC(=O)N1CC2CCCN2c2ccccc21 (stereo not given)
    101 | 0
CC1=N/C(=C2/C=C(c3ccc4c(c3)OCO4)Oc3ccccc32)C(=O)O1
    101 | 0.2
O=C(COC(=O)C1CCCCC1)c1cccc2ccccc12
    103 | 0.6
CNC(=O)CN1C(=O)COc2ccc(S(=O)(=O)N3CCC(C)CC3)cc21
    98 | -2
Cc1sc2nc(NCCO)[nH]c(=O)c2c1C
    101 | 0.1
CN(C)c1nc2ccccc2n2cnnc12
    102 | 0.2
Cc1cc(C)c2c(CC(=O)N(C)C)coc2c1
    100 | -0.1
O=C(CCC(=O)N1CCOc2ccccc21)NCC1CCCO1 (stereo not given)
    99 | -1.5
O=C1C[C@H](N2C(=O)CCC2=O)C2CO[C@@H]1O2
    105 | 0.2
CN1CCCSC1=Nc1ccccc1F
    102 | 0.1

Exported with each value named: entries from further up
compound: Cc1cc(=O)[nH]c(SCC(N)=O)n1
  PV pol inh = 103
  PV pol inh FP z-score = 0.5
compound: O=C(CSc1nn(-c2ccccc2)c(=S)s1)N1N=CCC1c1ccccc1 (stereo not given)
  PV pol inh = 105
  PV pol inh FP z-score = 0.8
compound: CC(CCC(=O)O)C1CCC2C3C(O)CC4CC(O)CCC4(C)C3CC(O)C12C (stereo not given)
  PV pol inh = 101
  PV pol inh FP z-score = -0.1
compound: O=C(COc1ccccc1F)NC(=Nc1ccccc1)c1ccccc1
  PV pol inh = 101
  PV pol inh FP z-score = -0.1
